# Pf growth 96h: P. falciparum growth inhibition at 96 hours | P. falciparum luciferase reporter growth, 96 h | Potency, µM (series often up to 28.7 µM), inactives show at the top dose activity change, negative = inhibition, hits mostly inhibitors | 320,000 compounds, 6.9% hits; further: potency means the concentration at half of the fitted maximal effect; on the % scale 0 is the no-effect control and ±100 the full control effect
#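 Delayed-death screen, second-generation endpoint: infected erythrocytes, 2% hematocrit, 0.05% parasitemia final; 96 hours at 37 C, 5% CO2; luciferase detection reagent; luminescence decrease equals reduced growth.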
# Pf growth 48h: P. falciparum growth inhibition at 48 hours (one generation); P. falciparum luciferase growth in erythrocytes, 48 h; Potency, µM (highest dose often 28.7 µM), for the others: at the top dose activity change, negative = inhibition, hits mostly inhibitors; 310,000 compounds, 5.9% hits; further: potency means the concentration at half of the fitted maximal effect; on the % scale 0 is the no-effect control and ±100 the full control effect
#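 Luciferase-expressing parasites in RBCs, 2% Hct / 0.1% parasitemia final; RPMI 1640 + 0.5% Albumax; 37 C, 5% CO2, one generation; luminescence read-out, lower signal = inhibition.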
# Giardia FBPA inh: inhibitors of Giardia lamblia fructose-1,6-bisphosphate aldolase. A8B2U2. purified Giardia FBPA. Potency, µM (series often up to 59.6 µM), for the others: at the highest dose activity, negative = inhibition, hits mostly inhibitors. 290,000 compounds, 0.71% hits; further: potency means the concentration at half of the fitted maximal effect; on the % scale 0 is the no-effect control and ±100 the full control effect; nearly all actives have a fitted effect of over 55% in size
# Target sequence (A8B2U2 whole entry, looked up): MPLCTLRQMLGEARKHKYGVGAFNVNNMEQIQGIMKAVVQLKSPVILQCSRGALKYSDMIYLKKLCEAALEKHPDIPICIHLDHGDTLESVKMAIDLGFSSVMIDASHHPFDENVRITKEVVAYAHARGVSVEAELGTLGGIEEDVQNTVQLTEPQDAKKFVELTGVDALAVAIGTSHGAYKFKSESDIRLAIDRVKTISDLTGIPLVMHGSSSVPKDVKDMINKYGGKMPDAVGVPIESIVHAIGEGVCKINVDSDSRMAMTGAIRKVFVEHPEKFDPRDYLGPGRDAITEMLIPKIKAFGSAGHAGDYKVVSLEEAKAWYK
#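 Giardia FBPA (40 nM reagent) was preincubated 10 min at RT with compound (up to 57.5 uM final), then substrate plus GAPDH/TPI/NAD/arsenate coupling system with diaphorase/resazurin was added; resorufin fluorescence (525/598 nm) was read after 20 min.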
# Shiga toxin inh: blocks Shiga toxin action in Vero cells; inhibition, % at 38.7 µM; Vero cells, Shiga toxin protein synthesis inhibition reporter; 290,000 compounds, 9.2% hits; AID 2315; in the data active means inhibition mostly above about 28%, no sharp cut-off; inactive means mostly below about 43%; further: 0% is about no effect
# CHX counter: counter-screen for Shiga toxin inhibitors: cycloheximide protein synthesis inhibition; cell reporter, cycloheximide protein synthesis inhibition counterscreen; max response, %; 300,000 compounds, 12% hits; in the data active means max response mostly above about 13%, no sharp cut-off; inactive means mostly below about 14%; further: read at 38.3 µM for the half of the compounds with a filed dose; 0% is about no effect
# HCV inh: blocks hepatitis C virus | 340,000 compounds, 3.4% hits | Huh7.5.1 HCVcc-Cre infection, luciferase reporter, 44 h | Potency, µM (series often up to 41.8 µM), inactives show top-dose activity change, negative = inhibition, actives largely listed as inhibitors; further: potency means the concentration at half of the fitted maximal effect; on the % scale 0 is the no-effect control and ±100 the full control effect
#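 After 44 h co-culture of compound, cells and HCVcc-Cre (~0.5 moi), substrate is added for 15 min at room temperature and luciferase measured over 15 sec. Cells were seeded at 1,000/well and pre-cultured 4 h.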
# Active calls of the source: *; u = inconclusive; x = not tested or not shown; & = joins results of further samples; [ ] = dose if it differs, or a comment. Unless noted, the call rests on the fitted dose curve; in most records, active means well fitted curve in the direction sought with a large enough effect; inconclusive means small, poorly fitted or top-dose-only effect, or another doubt; inactive means no such curve, though single readings can be large; an effect the other way counts as inactive or inconclusive.
1: CCC(C)(C)NC(=O)C(c1ccc(C)cc1)N(CC1CCCO1)C(=O)c1csnn1 (configuration not stated)
2: CC(C)C(=O)N(Cc1ccc2c(c1)OCO2)Cc1ccccn1
3: O=C(NNC(=S)Nc1ccccc1)c1ccccc1[N+](=O)[O-]
4: Cc1c(C(=O)OCC(=O)NCc2ccco2)cccc1[N+](=O)[O-]
5: CC1(C)C([N+](=O)[O-])C(c2ccccc2O)NC(c2ccccc2O)C1[N+](=O)[O-] (configuration not stated)

assay / entry | 1 | 2 | 3 | 4 | 5
Shiga toxin inh | -13 | 15 | -7 | x | -11
Giardia FBPA inh | 0% | 4% | 2% | x | -2%
Pf growth 96h | u | x | -4% | -5% | 28%
CHX counter | -11 | -5 | 5 | x | -2
HCV inh | 6% | 8% | 8% | -8% | 8%
Pf growth 48h | -13% | 0% | u | -12% | 0%

6: CCC(CC(C)(C)O)C(=O)NNC(=S)Nc1ccccc1 (configuration not stated)
7: CCN1CCN(CC(O)COc2ccc(C)c(C)c2)CC1 (configuration not stated)
8: CCN(CC)CCNC(=O)c1ccc(NC(=O)C2CC(=O)N(CCc3ccc(OC)c(OC)c3)C2)cc1 (configuration not stated)
9: Cc1ccc(C(=O)N/C(=C/c2cccc([N+](=O)[O-])c2)C(=O)NCC2CCCO2)cc1 (configuration not stated)
10: Cc1ccccc1NC(=O)Nc1nnc(Cc2ccc([N+](=O)[O-])cc2)s1

assay / entry | 6 | 7 | 8 | 9 | 10
Shiga toxin inh | 19 | -18 | x | -20 | -13
Giardia FBPA inh | -7% | -10% | x | -1% | 4%
Pf growth 96h | u | 27% | 25% | u | 0%
CHX counter | 8 | -1 | x | -2 | -2
HCV inh | 14% | -16%&9% | 5% | 4% | -23%
Pf growth 48h | 33%[activator] | x | u | -4% | -6%

11: CC(C)Oc1ccc(C2c3c(oc4ccccc4c3=O)C(=O)N2CCCN2CCOCC2)cc1 (configuration not stated)
12: CCC(C(=O)Nc1cccc(C(=O)O)c1C)c1ccccc1 (configuration not stated)
13: CNCCCOc1ccc(C)cc1Br
14: CC(C)CC(c1nnnn1Cc1ccc(F)cc1)N1CCC(C(N)=O)CC1 (configuration not stated)
15: CC(=O)Nc1ccc(N2C(=O)CSC2c2ccccc2)cc1 (configuration not stated)

assay / entry | 11 | 12 | 13 | 14 | 15
Shiga toxin inh | 54* | 6 | -2 | -6 | 29
Giardia FBPA inh | -8% | 7% | -13% | 4% | 1%
Pf growth 96h | u | 2% | 4% | 0% | u
CHX counter | 17* | -4 | -2 | -6 | -5
HCV inh | -6% | 0% | -27% | 3% | 12%
Pf growth 48h | u | 14% | x | -22% | -4%

16: O=C(CN1C(=O)NC2(CCCCC2)C1=O)N1CCN(S(=O)(=O)c2ccc(F)cc2)CC1
17: O=C(Nc1ccc(Cl)cc1)N1CCOC12CCC1(CC2)OCCO1
18: COCCN(C(=O)CSc1nc2ccccc2c(=O)n1CCOC)c1c(N)n(Cc2ccccc2)c(=O)[nH]c1=O
19: Cc1c(C(=O)Nc2ccccc2)sc2nc3n(c(=O)c12)CCCCC3
20: COc1ccc(C2Nc3ccccc3C(=O)N2NS(=O)(=O)c2ccccc2)cc1 (configuration not stated)

assay / entry | 16 | 17 | 18 | 19 | 20
Shiga toxin inh | x | 26 | -3 | 96* | -19
Giardia FBPA inh | x | 2% | -1% | 0% | -2%
Pf growth 96h | u | 70%[activator] | -22% | 51%[activator] | 42%[activator]
CHX counter | x | 14 | -1 | 36* | 4
HCV inh | 19% | -16% | 12% | 2% | u
Pf growth 48h | -18% | 45%[activator] | u | 31%[activator] | -22%

21: CC(C)CC1NC(=O)N(CC(=O)Nc2ccccc2-c2ccccc2)C1=O (configuration not stated)
22: O=C(CC1NC(=O)NC1=O)Nc1ccccc1 (configuration not stated)
23: CCCOc1nc2c(c(=O)n(C)c(=O)n2C)n1CCC
24: C=CCN1CC(c2nc3ccccc3n2CCOc2ccccc2)CC1=O (configuration not stated)
25: Cc1cc(C)n(CC(=O)N2c3ccccc3Sc3ccccc32)n1

assay / entry | 21 | 22 | 23 | 24 | 25
Shiga toxin inh | -4 | 13 | -7 | -24 | -6
Giardia FBPA inh | -2% | 2% | 21% | -3% | 4%
Pf growth 96h | 10% | -2% | -25% | 35%[activator] | 14%
CHX counter | -2 | -1 | -1 | -3 | -3
HCV inh | -7% | 17% | 3% | 1% | -10%
Pf growth 48h | -28% | x | 4% | 12µM* | u

26: O=S(=O)(Nc1ccccc1N1CCOCC1)c1ccc(F)c(Cl)c1
27: CCN1/C(=C2\C(=O)N(c3ccccc3)N=C2C)C=Cc2cc(C)ccc21
28: Cc1onc(-c2ccccc2Cl)c1C(=O)N1CCCCC1C(=O)O (configuration not stated)
29: CC(CN1CCCCC1)OC(=O)c1ccccc1F (configuration not stated)
30: COc1ccc(NC(=O)c2ccc(-c3ccccc3Cl)o2)cc1

assay / entry | 26 | 27 | 28 | 29 | 30
Shiga toxin inh | -10 | 1 | -13 | -7 | 34
Giardia FBPA inh | x | 6% | -1% | -26% | -10%
Pf growth 96h | -8% | 38%[activator] | 5% | u | 70%
CHX counter | -1 | 9 | -11 | -1 | 43*
HCV inh | -9% | 21% | 9% | 12% | -25%
Pf growth 48h | -5% | 10% | x | 25% | 63%[activator]

31: CCCCCn1c(CN2CCCCC2C)nc2c1c(=O)n(C)c(=O)n2C (configuration not stated)
32: CCCC(=O)N(CCN1CCOCC1)c1nc2c(F)cc(F)cc2s1
33: CN(C)S(=O)(=O)c1cccc(-c2nnc(SCc3ccc4c(c3)OCCO4)o2)c1
34: COC(=O)CN1C(=O)S/C(=C/c2cc(C)n(C)c2C)C1=O
35: Cc1noc(C)c1S(=O)(=O)N1CCCC(C(=O)Nc2cccnc2)C1 (configuration not stated)

assay / entry | 31 | 32 | 33 | 34 | 35
Shiga toxin inh | -11 | 26 | 86 | 35* | 26
Giardia FBPA inh | 2% | x | 12% | -7% | 7%
Pf growth 96h | 165%[activator] | 42%[activator] | u | u | -18%
CHX counter | -2 | 8 | 33* | 28* | -5
HCV inh | -11% | -2% | u | -4% | -9%
Pf growth 48h | u | 57%[activator] | 17µM* | 68%[activator] | 1%

36: CCOC(=O)C1=C(COC(=O)c2ncc(Cl)c(Cl)c2Cl)NC(=O)NC1C (configuration not stated)
37: Cc1cc(NC(=O)c2ccccc2)ncc1NC(=O)c1cccs1
38: Cc1ccc(C)c(-n2nnnc2SCC(=O)Nc2c(C)n(C)n(-c3ccccc3)c2=O)c1
39: CCOC(=O)c1cnn(-c2cc(C(C)(C)C)nc3c(-c4ccccc4)c(C)nn23)c1N
40: COc1ccccc1NC(=O)Nc1ccnn1Cc1cccs1

assay / entry | 36 | 37 | 38 | 39 | 40
Shiga toxin inh | x | 124* | -9 | -17 | -7
Giardia FBPA inh | x | u | 4% | 2% | -10%
Pf growth 96h | 1% | 3% | -13% | -6% | -22%
CHX counter | x | 40* | -6 | -2 | 2
HCV inh | 16% | 0% | -10% | 9% | -28%
Pf growth 48h | 2% | 118%[activator] | x | x | x

41: CC(=O)c1ccc(S(=O)(=O)N2CCN(C)CC2)cc1
42: N#CC1=C(SCC(=O)c2cc3ccccc3oc2=O)NC(=O)C(C#N)C12CCCC2 (configuration not stated)
43: COc1cc(CNCc2ccccn2)ccc1OCc1cccc(Cl)c1
44: CC(C)CN(c1ccccc1)S(=O)(=O)c1nnc(NC(=O)C(C)C)s1
45: O=S1(=O)[C@H]2C[C@@H]3C=C[C@]2(CN1Cc1ccc(C(F)(F)F)cc1)O3

assay / entry | 41 | 42 | 43 | 44 | 45
Shiga toxin inh | -11 | 12 | 73 | -3 | 1
Giardia FBPA inh | 2% | -21% | u | -1% | -12%
Pf growth 96h | u | 9% | u | -24% | u
CHX counter | -2 | 5 | 25* | -2 | -2
HCV inh | 23% | 12%&16% | u | 24% | -7%
Pf growth 48h | 7% | -17% | u | -6% | 1%

46: CCOC(=O)C(Cc1ccccc1)NC(=O)CNC(C)=O (configuration not stated)
47: CCOc1cc(/C=N/NC(=O)c2cccc(S(=O)(=O)N3CCCC3)c2)ccc1OCC(=O)N(C)C
48: Cc1c(NC(=O)c2ccc(S(=O)(=O)N3CCOCC3)cc2)c(=O)n(-c2ccccc2)n1C
49: C=CCOC(/C=C/c1ccccc1)CC (configuration not stated)
50: O=C(CN(C(=O)CCC(=O)Nc1nccs1)c1cccc(F)c1)NCc1ccc(F)cc1

assay / entry | 46 | 47 | 48 | 49 | 50
Shiga toxin inh | -5 | x | -22 | 14 | -7
Giardia FBPA inh | 17% | x | 5% | 2% | 7%
Pf growth 96h | 84%[activator] | -3% | -12% | x | 2%
CHX counter | 1 | x | 1 | 10 | -4
HCV inh | -3% | -12% | -8% | x | 2%
Pf growth 48h | 26% | -23% | -3% | x | 7%

51: CCCNC(=O)Cn1nc(C(F)(F)F)c2c1CCCC2
52: O=C(Nc1ccccc1Cl)c1cc(S(=O)(=O)N2CCCC(C(=O)O)C2)ccc1F (configuration not stated)
53: Cc1ccc(S(=O)(=O)Nc2ccccc2C(=O)N2CCCCC2)cc1
54: O=C(CCCN1C(=O)c2ccccc2C1=O)NCCN1C(=O)S/C(=C\c2cccs2)C1=O
55: CC(=O)NC(Cc1cc(C)ccc1C)C(=O)N1CCN(C(=O)c2ccccc2Br)CC1 (configuration not stated)
56: C=CCn1c(SCC(=O)Nc2ccccc2OC)nnc1-c1ccco1

assay / entry | 51 | 52 | 53 | 54 | 55 | 56
Shiga toxin inh | 25 | 24 | -3 | 14 | -1 | -2
Giardia FBPA inh | 9% | -10% | x | 7% | 1% | -10%
Pf growth 96h | 18% | u | u | u | u | -28%
CHX counter | -2 | 5 | -1 | -1 | -3 | -2
HCV inh | 3% | 5% | 11% | u | 6% | 3%
Pf growth 48h | 8% | -2% | 0% | 22% | 24% | -25%

# Compounds above that contain a Cl atom, in the order listed:
17: O=C(Nc1ccc(Cl)cc1)N1CCOC12CCC1(CC2)OCCO1
26: O=S(=O)(Nc1ccccc1N1CCOCC1)c1ccc(F)c(Cl)c1
28: Cc1onc(-c2ccccc2Cl)c1C(=O)N1CCCCC1C(=O)O (configuration not stated)
30: COc1ccc(NC(=O)c2ccc(-c3ccccc3Cl)o2)cc1
36: CCOC(=O)C1=C(COC(=O)c2ncc(Cl)c(Cl)c2Cl)NC(=O)NC1C (configuration not stated)
43: COc1cc(CNCc2ccccn2)ccc1OCc1cccc(Cl)c1
52: O=C(Nc1ccccc1Cl)c1cc(S(=O)(=O)N2CCCC(C(=O)O)C2)ccc1F (configuration not stated)

assay / entry | 17 | 26 | 28 | 30 | 36 | 43 | 52
Shiga toxin inh | 26 | -10 | -13 | 34 | x | 73 | 24
Giardia FBPA inh | 2% | x | -1% | -10% | x | u | -10%
Pf growth 96h | 70%[activator] | -8% | 5% | 70% | 1% | u | u
CHX counter | 14 | -1 | -11 | 43* | x | 25* | 5
HCV inh | -16% | -9% | 9% | -25% | 16% | u | 5%
Pf growth 48h | 45%[activator] | -5% | x | 63%[activator] | 2% | u | -2%

# Bioassay records as filed in PubChem BioAssay.
